Screening data deposited in PubChem BioAssay by several laboratories.
MEKK2 mut-MEK5 – signal of MEK5 binding to mutant human MEKK2 PB1 domain; 290,000 compounds, 0.35% hits; percent response, % at 10 µM; bead flow cytometry, Alexa488-MEK5 binding to MEKK2 mutant; in the data active = percent response above about 24%, passing the limit was not always enough; also: inactives centre near 1; some results filed as inactive read as strong as hits; reference of the scale not given here
MEKK2wt PB1 HTS – raises or lowers MEK5 binding to wildtype human MEKK2 PB1 domain; AID 1531; binding response (% of control), % at 10 µM; Q9Y2U5; 290,000 compounds, 1.1% hits; bead flow cytometry, Alexa488-MEK5 binding to MEKK2 WT; actives lie on both sides; in the data active = binding response below about 67% or above about 130%
MEKK3 PB1 HTS – MEKK3-MEK5 PB1 interaction, increase or decrease. bead-based flow cytometry, Alexa488-MEK5 binding to MEKK3; actives lie on both sides; 0 = blocked by unlabeled MEK5, 100 = vehicle. binding response (% of control), % at 10 µM. 290,000 compounds, 1.4% hits. AID 1529;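 active = binding response more than 3 SD above or below the average of its plate-row segment, actives on both sides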;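 also: Alexa488 bead fluorescence after subtracting the streptavidin-only scavenger bead signal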
OXTR ag – human OXTR agonism; P30559; CHO-OTR cells, Fluo-8 calcium fluorescence; normalized: DMSO 0%, oxytocin 100%; activation, % at 3 µM; 320,000 compounds, 0.32% hits;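 active = activation above the mean of all tested compounds plus 3 SD, cutoff set per screening run, cut at about 20% in these data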;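 also: peak over basal fluorescence ratio from a 100 s FLIPR kinetic read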
Target sequence (P30559 whole entry, looked up): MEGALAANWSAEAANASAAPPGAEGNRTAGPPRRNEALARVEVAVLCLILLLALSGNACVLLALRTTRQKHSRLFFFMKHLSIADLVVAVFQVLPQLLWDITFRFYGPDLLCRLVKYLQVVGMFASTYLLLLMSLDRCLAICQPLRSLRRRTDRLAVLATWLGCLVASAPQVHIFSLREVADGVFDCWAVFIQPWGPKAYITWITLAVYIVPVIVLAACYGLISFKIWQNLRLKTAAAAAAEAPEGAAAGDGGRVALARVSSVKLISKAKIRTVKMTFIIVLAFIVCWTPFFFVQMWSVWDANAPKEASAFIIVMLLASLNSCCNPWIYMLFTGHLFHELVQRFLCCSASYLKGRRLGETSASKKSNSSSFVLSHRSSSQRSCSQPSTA
NALP1 inh – NALP1 inhibition. S. cerevisiae NALP1/ASC/caspase-1 growth, X-gal OD620, 72 h. inhibition, % at 10 µM. 280,000 compounds, 0.61% hits. AID 2071; in the data active = inhibition mostly above about 24%, no sharp cut-off; inactive = mostly below about 32%; also: some compounds called inactive have numbers as strong as hits
PHOSPHO1 block – blocks human PHOSPHO1 phosphatase activity | Q8TCT1 | recombinant PHOSPHO1, absorbance phosphatase assay | inhibition, % at 13.3 µM | 290,000 compounds, 1.1% hits | AID 1565; in the data active = inhibition above about 60%
Target sequence (Q8TCT1 whole entry, looked up): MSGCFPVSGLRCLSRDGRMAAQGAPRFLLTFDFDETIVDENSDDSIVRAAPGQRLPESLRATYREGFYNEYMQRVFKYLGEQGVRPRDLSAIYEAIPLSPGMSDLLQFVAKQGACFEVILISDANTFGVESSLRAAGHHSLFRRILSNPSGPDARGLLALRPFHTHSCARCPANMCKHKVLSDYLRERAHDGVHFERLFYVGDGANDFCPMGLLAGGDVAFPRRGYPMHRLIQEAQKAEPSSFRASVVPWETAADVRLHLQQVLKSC
GPR7 antag – blocks human GPR7 receptor signaling; GPR7-expressing cells, fluorescence antagonist assay; inhibition, % at 4.4 µM; 290,000 compounds, 1.1% hits; AID 1861; in the data active = inhibition above about 16%, passing the limit was not always enough;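 also: cells stimulated with the agonist NPW; 0% = agonist with vehicle and 100% = vehicle without agonist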
Target sequence (P48145 whole entry, looked up): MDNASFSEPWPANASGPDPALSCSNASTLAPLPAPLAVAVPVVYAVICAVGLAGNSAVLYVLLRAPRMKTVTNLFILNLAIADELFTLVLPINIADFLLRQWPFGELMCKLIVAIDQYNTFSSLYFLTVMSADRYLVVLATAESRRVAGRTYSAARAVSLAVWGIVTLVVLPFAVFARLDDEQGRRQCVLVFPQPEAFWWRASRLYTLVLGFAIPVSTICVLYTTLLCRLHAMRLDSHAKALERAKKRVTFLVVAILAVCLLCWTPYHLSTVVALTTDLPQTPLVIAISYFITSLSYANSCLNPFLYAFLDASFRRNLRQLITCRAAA
GalR3 antag – human GalR3 antagonism. HEK293 GalR3-CNG cAMP membrane potential fluorescence; galR3 body fused to GalR1 C-terminus. 360,000 compounds, 0.44% hits. inhibition, % at 3 µM. AID 651719. O60755;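 active = inhibition above the screen-wide average plus 3 SD, cut at about 13% in these data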;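 also: forskolin and galanin both at EC90 stimulate the cells; cAMP rise reported by CNG channel membrane potential dye signal; 0% = forskolin plus galanin with DMSO and 100% = forskolin alone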
V1R ag counter – V1a receptor agonism, counter-screen for OXTR agonists; P37288; CHO-V1R cells, Fluo-8 calcium fluorescence, agonist mode; 0% DMSO, 100% 3 nM vasopressin; activation, % at 3 µM; 320,000 compounds, 0.25% hits; AID 2797;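 active = activation above the mean activation of all tested compounds plus 3 SD, per screening run, cut at about 20% in these data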;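 also: signal is peak over basal fluorescence ratio across a 100 second FLIPR read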
* = called active by the depositor.

`CCOC(=O)Cc1cc(=O)n2[nH]cc(-c3cccc(Br)c3)c2n1` gave MEKK2 mut-MEK5 -2, MEKK2wt PB1 HTS 95, MEKK3 PB1 HTS 98, OXTR ag -1.1, NALP1 inh -28, PHOSPHO1 block 52, GPR7 antag -14, GalR3 antag 6 and V1R ag counter -0.2.
CC(=O)Nc1c(O)nc(SCC(=O)Nc2nnc(CC(C)C)s2)[nH]c1=O was read as MEKK2 mut-MEK5 1, MEKK2wt PB1 HTS 100, MEKK3 PB1 HTS 96, OXTR ag 0.0, NALP1 inh -72, PHOSPHO1 block -26, GPR7 antag -12, GalR3 antag 3 and V1R ag counter 0.2.
COc1ccc(-n2nc3c(c2NC(=O)c2ccccc2S(=O)(=O)C(F)F)CS(=O)(=O)C3)cc1 was read as MEKK2 mut-MEK5 2, MEKK2wt PB1 HTS 104, MEKK3 PB1 HTS 100, OXTR ag 0.7, NALP1 inh 12, PHOSPHO1 block 32, GPR7 antag -5, GalR3 antag 2 and V1R ag counter 0.5.
`COc1ccc(C2Sc3nncn3N2Cc2ccc(C#N)cc2)cc1` (configuration not stated) gave MEKK2 mut-MEK5 -1, MEKK2wt PB1 HTS 93, MEKK3 PB1 HTS 91, OXTR ag -0.7, NALP1 inh 20, PHOSPHO1 block 42, GPR7 antag -1, GalR3 antag -5 and V1R ag counter 0.6.
Cc1cc(N)n(-c2ccc(S(=O)(=O)N3CCCC3)cc2[N+](=O)[O-])n1 was read as MEKK2 mut-MEK5 -5, MEKK2wt PB1 HTS 100, MEKK3 PB1 HTS 103, OXTR ag 0.2, PHOSPHO1 block 5, GPR7 antag -5, GalR3 antag 3 and V1R ag counter -1.5.
CCn1c(SCC(N)=O)nc2sc3c(c2c1=O)CCN(C)C3 was read as MEKK2 mut-MEK5 2, MEKK2wt PB1 HTS 101, MEKK3 PB1 HTS 103, OXTR ag 1.3, NALP1 inh -1, PHOSPHO1 block 41, GPR7 antag -2, GalR3 antag -3 and V1R ag counter 6.2.
For Cc1cccc(NC(=O)C(=O)NCCCN2CCOCC2)c1 the results were MEKK2 mut-MEK5 -9, MEKK2wt PB1 HTS 93, MEKK3 PB1 HTS 93, OXTR ag -0.4, NALP1 inh 6, PHOSPHO1 block 20, GPR7 antag -3, GalR3 antag 3 and V1R ag counter 1.1.
O=C(Nc1cccc(NC(=O)c2ccccc2)n1)c1ccccc1 was read as MEKK2 mut-MEK5 12, MEKK2wt PB1 HTS 103, MEKK3 PB1 HTS 100, OXTR ag 1.5, NALP1 inh 15, PHOSPHO1 block 25, GPR7 antag -2, GalR3 antag -12 and V1R ag counter 0.7.
For COc1ccc(N2C(=NC(=O)CCCc3ccccc3)SC3CS(=O)(=O)CC32)cc1 (configuration not stated) the results were MEKK2 mut-MEK5 2, MEKK2wt PB1 HTS 102, MEKK3 PB1 HTS 104, OXTR ag -0.5, NALP1 inh 24, PHOSPHO1 block 12, GPR7 antag -14, GalR3 antag 1 and V1R ag counter 0.6.
Screening CCn1cc(/C=C(\NC(=O)c2ccccc2F)C(=O)N2CCOCC2)c2ccccc21 returned MEKK2 mut-MEK5 -5, MEKK2wt PB1 HTS 101, MEKK3 PB1 HTS 100, OXTR ag 0.5, NALP1 inh 27, PHOSPHO1 block -27, GPR7 antag 0 and V1R ag counter 1.9.
For O=C(N/N=C/c1ccncc1)c1ccc(OCc2ccccc2)cc1 the results were MEKK2 mut-MEK5 -18, MEKK2wt PB1 HTS 90, MEKK3 PB1 HTS 87, OXTR ag 1.7, NALP1 inh 16, PHOSPHO1 block 16, GPR7 antag -2, GalR3 antag 8 and V1R ag counter 2.0.
`COc1ccc(NC(=O)CSc2ccc3nnc(CCNC(=O)c4ccccc4)n3n2)cc1` gave MEKK2 mut-MEK5 4, MEKK2wt PB1 HTS 103, MEKK3 PB1 HTS 100, OXTR ag -0.3, NALP1 inh -4, PHOSPHO1 block 31, GPR7 antag 6, GalR3 antag -2 and V1R ag counter -0.6.
For COc1ccc(Cc2nnc(NS(=O)(=O)Cc3ccccc3)s2)cc1 the results were MEKK2 mut-MEK5 6, MEKK2wt PB1 HTS 112, MEKK3 PB1 HTS 109, OXTR ag -0.4, NALP1 inh 14, PHOSPHO1 block -42, GPR7 antag -9, GalR3 antag -5 and V1R ag counter 1.9.
`C=CCNC(=S)N1CCc2c([nH]c3ccccc23)C1C` (configuration not stated) gave MEKK2 mut-MEK5 -2, MEKK2wt PB1 HTS 100, MEKK3 PB1 HTS 100, OXTR ag -0.2, NALP1 inh -46, PHOSPHO1 block 8, GPR7 antag 11, GalR3 antag -3 and V1R ag counter 1.4.
COc1ccc(OC)c(NC(=O)c2cc(-c3c(C)cc(C)cc3O)n[nH]2)c1 was read as MEKK2 mut-MEK5 2, MEKK2wt PB1 HTS 99, MEKK3 PB1 HTS 102, OXTR ag -1.3, NALP1 inh 23, PHOSPHO1 block 15, GPR7 antag 16, GalR3 antag -12 and V1R ag counter -0.1.
Screening O=C(NCc1ccccc1Cl)C1CCC(=O)N(CC2CCCCC2)C1 (configuration not stated) returned MEKK2 mut-MEK5 5, MEKK2wt PB1 HTS 106, MEKK3 PB1 HTS 102, OXTR ag -0.2, NALP1 inh 0, PHOSPHO1 block 14, GPR7 antag -4, GalR3 antag -5 and V1R ag counter 0.3.
For CN(Cc1ccccc1)C(=O)CN(c1ccccc1Cl)S(C)(=O)=O the results were MEKK2 mut-MEK5 7, MEKK2wt PB1 HTS 103, MEKK3 PB1 HTS 101, OXTR ag -0.5, NALP1 inh 2, PHOSPHO1 block 24, GPR7 antag -16, GalR3 antag 1 and V1R ag counter 4.3.
`CC(=O)c1ccc(NC(=O)Nc2ccc([N+](=O)[O-])cc2)cc1` gave MEKK2 mut-MEK5 -1, MEKK2wt PB1 HTS 100, MEKK3 PB1 HTS 101, OXTR ag 17, NALP1 inh 31, PHOSPHO1 block 0, GPR7 antag -3, GalR3 antag -6 and V1R ag counter 14.
Cc1ccccc1NC(=O)CCCNC(=O)c1ccc(Cl)cc1 was read as MEKK2 mut-MEK5 -3, MEKK2wt PB1 HTS 103, MEKK3 PB1 HTS 102, OXTR ag -0.7, NALP1 inh 27, PHOSPHO1 block 35, GPR7 antag 6, GalR3 antag -9 and V1R ag counter 4.8.
For O=C1CC(Nc2ccccc2)C(=O)N1Cc1ccccc1 (configuration not stated) the results were MEKK2 mut-MEK5 1, MEKK2wt PB1 HTS 105, MEKK3 PB1 HTS 101, OXTR ag -0.4, NALP1 inh 11, PHOSPHO1 block 1, GPR7 antag 3, GalR3 antag 0 and V1R ag counter 0.3.
Screening Cc1cc(C(=O)Nc2ncn(Cc3ccc(F)cc3)n2)ccc1[N+](=O)[O-] returned MEKK2 mut-MEK5 -1, MEKK2wt PB1 HTS 101, MEKK3 PB1 HTS 100, OXTR ag 1.6, PHOSPHO1 block 25, GPR7 antag 15, GalR3 antag 3 and V1R ag counter 1.4.
`COc1cc(/C=C/C(=O)O)ccc1O` gave MEKK2 mut-MEK5 3, MEKK2wt PB1 HTS 103, MEKK3 PB1 HTS 104, OXTR ag 1.0, GalR3 antag -7 and V1R ag counter 0.1.
O=C(NC(=O)N1CCN(c2ccccc2F)CC1)c1ccccc1 was read as MEKK2 mut-MEK5 5, MEKK2wt PB1 HTS 98, MEKK3 PB1 HTS 96, OXTR ag -0.5, NALP1 inh 15, PHOSPHO1 block -6, GPR7 antag 1, GalR3 antag -10 and V1R ag counter 0.0.
Screening CC(C)c1ccc(OCC(O)CNC(C)c2ccccc2)cc1 (configuration not stated) returned MEKK2 mut-MEK5 12, MEKK2wt PB1 HTS 122, MEKK3 PB1 HTS 106, OXTR ag 17, NALP1 inh 16, PHOSPHO1 block 1, GPR7 antag 8, GalR3 antag -11 and V1R ag counter 13.
Screening CCCOc1ccc(C(=O)Nc2ccc3c(c2)OCCO3)cc1 returned MEKK2 mut-MEK5 5, MEKK2wt PB1 HTS 102, MEKK3 PB1 HTS 105, OXTR ag 4.8, NALP1 inh 16, GPR7 antag -5, GalR3 antag -5 and V1R ag counter 5.0.
`COc1ccc(C(=O)CCC(=O)N2CCN(c3ccccc3)CC2)cc1` gave MEKK2 mut-MEK5 1, MEKK2wt PB1 HTS 106, MEKK3 PB1 HTS 101, OXTR ag -0.1, NALP1 inh 18, PHOSPHO1 block 12, GPR7 antag -1, GalR3 antag 4 and V1R ag counter 2.0.
Screening Cc1ccc(C(=O)N/N=C\c2ccc(-c3ccc(Cl)cc3)o2)cn1 returned MEKK2 mut-MEK5 -3, MEKK2wt PB1 HTS 96, MEKK3 PB1 HTS 100, OXTR ag -1.3, NALP1 inh 0, PHOSPHO1 block 36, GPR7 antag -9, GalR3 antag -7 and V1R ag counter -0.2.
For CC12CCC(=O)N1C(C(=O)Nc1cccc(F)c1)CS2 (configuration not stated) the results were MEKK2 mut-MEK5 8, MEKK2wt PB1 HTS 110, MEKK3 PB1 HTS 107, OXTR ag 0.4, NALP1 inh 8, PHOSPHO1 block 38, GPR7 antag 1, GalR3 antag -3 and V1R ag counter -0.2.
Screening [O-]/C(=C(\C(=S)Nc1cccc2ccccc12)[n+]1ccccc1)c1ccc2c(c1)OCCO2 returned MEKK2 mut-MEK5 3, MEKK2wt PB1 HTS 113, MEKK3 PB1 HTS 87, OXTR ag -1.2, NALP1 inh 14, PHOSPHO1 block 85*, GPR7 antag -7, GalR3 antag 2 and V1R ag counter -0.7.
`CCOC(=O)c1sc(=S)n(-c2cccc(C(F)(F)F)c2)c1SC` gave MEKK2 mut-MEK5 0, MEKK2wt PB1 HTS 98, MEKK3 PB1 HTS 98, OXTR ag -1.8, NALP1 inh 3, PHOSPHO1 block -8, GPR7 antag -12, GalR3 antag -3 and V1R ag counter -0.5.
Screening CN(C)/C=C/C1=CC(=O)CC(C)(C)C1 returned MEKK2 mut-MEK5 -47, MEKK2wt PB1 HTS 99, MEKK3 PB1 HTS 83, OXTR ag -0.3, NALP1 inh -32, PHOSPHO1 block 49, GPR7 antag 5, GalR3 antag -2 and V1R ag counter -0.3.
Screening COC(=O)c1cc(-c2ccc(Br)cc2)c2c(=O)[nH]c(=O)n(C)c2n1 returned MEKK2 mut-MEK5 7, MEKK2wt PB1 HTS 102, MEKK3 PB1 HTS 104, OXTR ag -1.9, NALP1 inh 27, PHOSPHO1 block 16, GPR7 antag -10, GalR3 antag 6 and V1R ag counter -1.0.
Screening O=C(NCCc1ccccc1)C(=O)c1cn(CC(=O)N2CCCC2)c2ccccc12 returned MEKK2 mut-MEK5 9, MEKK2wt PB1 HTS 109, MEKK3 PB1 HTS 102, OXTR ag -0.8, NALP1 inh 11, PHOSPHO1 block 24, GPR7 antag -13, GalR3 antag -3 and V1R ag counter -0.1.
For Cc1nc(SCC(N)=O)[nH]c(=O)c1Cc1ccc(OC(C)C)cc1 the results were MEKK2 mut-MEK5 11, MEKK2wt PB1 HTS 112, MEKK3 PB1 HTS 106, OXTR ag -0.2, NALP1 inh 14, PHOSPHO1 block 33, GPR7 antag 4, GalR3 antag 0 and V1R ag counter 0.9.
